Screening results: PubChem BioAssay, Southern Research Specialized Biocontainment Screening Center
M. tuberculosis HTS: M. tuberculosis growth inhibition, HTS (AID 449762). one-dose inhibition, % at 25 µM; IC50 in µM for titrated hits. M. tuberculosis H37Rv growth inhibition, 7H9 media; higher % means a stronger effect. 0.59% of 330,000 active; in the data active means a potency from the dose series; inconclusive means inhibition above about 70% without an active follow-up result;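 further: bacterial growth assessed after seven days of incubation; strong numbers were not always called active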
Salmonella PhoP GFP: PhoP regulon inhibitors, Salmonella typhi PhoP promoter GFP reporter, confirmatory (AID 1850) | Salmonella Typhi PhoP-promoter GFP reporter, fluorescence, 4 h; higher % means a stronger effect | 0.33% of 310,000 active | inhibition, % at 50 µM, or IC50 in µM where a hit was titrated; in the data active means a potency from the dose series; inconclusive means inhibition mostly from about 25% at the one dose, without a potency; inactive means the rest, 99 in 100 with inhibition below about 19%;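 further: 0% = induced wells with vehicle and 100% = uninduced wells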
VEEV TC-83 Vero: inhibitors of VEEV TC-83 cytopathic effect, confirmation, Vero cells (AID 588727). 0.13% of 350,000 active. inhibition, % at 20 µM, or IC50 in µM where a hit was titrated. Vero cells, VEEV TC-83 cytopathic effect inhibition; higher % means a stronger effect; in the data active means a potency from the dose series; inconclusive means inhibition mostly from about 14% at the one dose, without a potency; inactive means the rest, 99 in 100 with inhibition below about 12%; further: strong numbers were not always called active
influenza NS1A: H1N1 influenza NS1A inhibitors, functional cell based assay (AID 504329) | inhibition, % at 12.5 µM, or IC50 in µM where a hit was titrated | NS1A functional cell-based assay, percent inhibition; higher % means a stronger effect | 0.3% of 340,000 active; in the data active means a potency from the dose series; inconclusive means inhibition above about 27% without an active follow-up result; further: strong numbers were not always called active
M. tuberculosis: growth inhibition of non-replicating M. tuberculosis (AID 488890); Mycobacterium tuberculosis non-replicating, growth inhibition; higher % means a stronger effect; inhibition, % at 25 µM; hits with a dose series show IC50 in µM; 0.39% of 320,000 active; in the data active means a potency from the dose series; inconclusive means inhibition mostly from about 82% at the one dose, without a potency; inactive means the rest, 99 in 100 with inhibition below about 76%;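 further: plate controls were DMSO cells for no effect and high antibiotic wells for full effect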
VEEV TC-83 Vero 10K pilot screen: also measured in VEEV TC-83 Vero; calls as there; inhibition, %; measured here: 10K pilot screen inhibition
The depositor's hits bear a star; i = inactive; ? = inconclusive; . = not tested or not shown. The order is random; overall some 1.5% were active at least once.

SMILES	M. tuberculosis HTS	Salmonella PhoP GFP	VEEV TC-83 Vero	influenza NS1A	M. tuberculosis	others
CSc1ccc(CN2CCC(CO)(Cc3ccc(Cl)cc3)CC2)cc1	2%	10%	i	0%	76%
CC[C@]12CCCN3CCc4c(n(c5ccccc45)C(=O)C1)C32 (some centres undefined)	4%	-12%	.	.	-3%
Cc1ccc(S(=O)(=O)N(C)C)cc1NC(=O)COC(=O)CNC(=O)C12CC3CC(CC(C3)C1)C2	6%	-2%	1.7%	-2%	-4%
COc1ccc(/C=C2\SC(=S)N(CCCC(=O)NNC(=O)c3ccccc3O)C2=O)cc1	-2%	3%	5.5%	5%	-7%
N#Cc1ccccc1S(=O)(=O)N1CCN(C(=O)C2CCC2)CC1	-13%	2%	1.5%	-7%	-10%
O=[N+]([O-])c1cc2c(cc1/C=N/n1c(-c3ccccc3)n[nH]c1=S)OCO2	4%	-4%	7.4%	17%	-1%
C=CC[C@@H](CC(=O)OC(C)(C)C)C(=O)OC[C@@H]1CCCN1C(=O)[C@@H](CC=C)CC(=O)N[C@@H](CO)Cc1ccccc1	4%	.	0.5%	9%	28%
CC(=O)OCC(=O)Nc1cc(S(=O)(=O)N2CCCCCC2)ccc1Cl	2%	2%	i	-19%	1%
COc1ccc(C)cc1-n1c(SCC(=O)Nc2cc(C)on2)nc2ccccc2c1=O	-4%	15%	11%	-1%	5%
CC(C)C[C@@H]1NC(=O)[C@H](Cc2ccc(O)cc2)NC(=O)c2cc([N+](=O)[O-])cc(I)c2NCCC[C@@H](C(N)=O)NC1=O	5%	-2%	0.5%	0%	21%	VEEV TC-83 Vero 10K pilot screen=0.0

The last three records of the part before come first, to join the parts:
SMILES	M. tuberculosis HTS	Salmonella PhoP GFP	VEEV TC-83 Vero	influenza NS1A	M. tuberculosis	others
CC(=O)OCC(=O)Nc1cc(S(=O)(=O)N2CCCCCC2)ccc1Cl	2%	2%	i	-19%	1%
COc1ccc(C)cc1-n1c(SCC(=O)Nc2cc(C)on2)nc2ccccc2c1=O	-4%	15%	11%	-1%	5%
CC(C)C[C@@H]1NC(=O)[C@H](Cc2ccc(O)cc2)NC(=O)c2cc([N+](=O)[O-])cc(I)c2NCCC[C@@H](C(N)=O)NC1=O	5%	-2%	0.5%	0%	21%	VEEV TC-83 Vero 10K pilot screen=0.0
O=C(Nc1ccccc1N1CCOCC1)c1cccs1	-4%	-6%	0.6%	2%	-6%	VEEV TC-83 Vero 10K pilot screen=1.1
COC(=O)c1ccc(Cl)c(NC(=O)CSc2ncn[nH]2)c1	-14%	0%	3.2%	10%	0%
Cc1n[nH]c(C)c1NC(=O)c1cc([N+](=O)[O-])ccc1Cl	-3%	-4%	0.4%	-12%	26%
Cc1ccc(NC(=O)COc2ccc(N3CC(C(N)=O)CC3=O)cc2)c(C)c1 (centres undefined)	0%	11%	i	7%	4%
COCCN(C(=O)CSc1n[nH]c(-c2ccccc2)n1)c1c(N)n(Cc2ccccc2)c(=O)[nH]c1=O	-6%	7%	5.3%	-2%	3%
Cn1c(SCC(=O)NCCc2ccccc2)ncc(C(=O)Nc2ccc(F)cc2)c1=O	2%	-7%	0.8%	-15%	-1%
CSc1cccc(CN2CCC(n3nccc3NC(=O)C3CC3)CC2)c1	1%	-3%	i	0%	-10%
O=S(=O)(Cc1ccccc1)NCc1ccccn1	-9%	1%	1.6%	-10%	-11%
O=C(CNCCc1ccc(Cl)cc1Cl)NCc1ccco1	4%	7%	i	4%	13%
Cc1ccc(CNC(=O)[C@H](C)[C@H]2C[C@]2(C)[C@H](NC(=O)OCc2ccccc2)c2ccccc2)o1	-1%	-6%	0.3%	11%	14%
O=C(COC(=O)[C@H](Cc1ccccc1)NC(=O)c1ccco1)Nc1ccccc1OC(F)F	1%	.	0.6%	-6%	0%
C=CCOC(=O)C1=C(C)OC(N)=C(C#N)C1c1ccc2c(c1)OCO2 (centres undefined)	-3%	-4%	0.3%	-1%	-2%
O=C(Nc1ccc2c(c1)CCCN2C(=O)c1cccs1)c1c(F)cccc1F	5%	-12%	2.8%	-2%	6%
Cc1cc(=O)oc2cc(OCc3ccc(C(=O)OCC(=O)Nc4ccccc4OC(F)F)cc3)ccc12	-19%	-6%	2.5%	2%	0%
O=C1c2ccccc2C(=O)N1CCSc1n[nH]c(=S)s1	-6%	0%	0.6%	-8%	-18%
CCOc1ccccc1NC(=O)C(=O)N/N=C/c1ccc([N+](=O)[O-])cc1	-12%	6%	i	4%	13%
CC1(C)Cc2c(cnn2-c2ccccc2)-c2c1c1ccccc1n2CC(O)CCl (centres undefined)	88µM*	0%	3.7%	-5%	12%
CC1(c2ccccc2Cl)NC(=O)N(CC(=O)c2ccc3c(c2)OCO3)C1=O (centres undefined)	0%	-4%	4.2%	0%	1%
COc1ccc(CCCc2nnc(SCC(=O)Nc3ncc(C)s3)o2)cc1	?	-5%	1.4%	9%	?
Cc1cc(-c2ccco2)n(CC(=O)NCCCc2ccccc2)n1	-9%	-10%	1.1%	-1%	.
COCCn1c(SCC(=O)N2CCCCCC2)nc2c(c1=O)SCC2	2%	1%	2.8%	4%	-4%
NC(=O)c1nnsc1Sc1c(C(N)=O)nnn1-c1cccc(N)c1	5%	-4%	4.7%	0%	-10%
CC(C)c1nc(SCC(=O)N2CCOCC2)c2c(=O)n(C)c(=O)n(C)c2n1	-2%	1%	1.5%	4%	-4%
CC1CCCCN1C(=O)COC(=O)c1cc([N+](=O)[O-])ccc1N (centres undefined)	-5%	0%	0.2%	-7%	12%
O=C(COC(=O)Cn1cnc2ccccc21)NCCc1ccc(Cl)cc1	-6%	-11%	2.6%	-6%	-5%
Cc1ccccc1NC(=O)Cn1c(NCC(C)O)nc2ccccc21 (centres undefined)	-9%	-3%	0.4%	-1%	20%
O=C(c1ccccc1)N(C1=NCCCCS1)c1ccccc1	-4%	-4%	0.7%	14%	-24%
Cc1cc(Nc2ccccc2O)c2ccccc2n1	-5%	7%	2.0%	.	4%
COc1ccc(C(c2sc3ncnn3c2O)N2CCN(c3ccccc3F)CC2)cc1OC (centres undefined)	-7%	-3%	9.4%	1%	24%
CCOC(=O)CNC(=O)C1CCC(CNS(=O)(=O)c2cccc3nsnc23)CC1 (centres undefined)	5%	0%	0.2%	12%	14%
Fc1ccccc1N1CCN(c2cnc3ccccc3n2)CC1	3%	7%	4.3%	-8%	6%
O=C(Cc1ccc(Cl)cc1)Nc1ccc2oc(-c3ccncc3)nc2c1	16%	-6%	?	-36%	18%
COc1ccc(OC)c(N2C(N)=NC(N)=NC23CCCC3)c1	-1%	4%	0.6%	4%	4%
CC1CCN(C(=O)c2ccc(CSc3nc4ccncc4n3Cc3ccc(F)cc3)cc2)CC1	-6%	2%	6.6%	6%	71%	VEEV TC-83 Vero 10K pilot screen=3.1
CC(=O)N1CCN=C1SCc1ccc(C(F)(F)F)cc1	67%	-8%	?	2%	53%
Cc1ccc(OCCNC(=O)CCNS(=O)(=O)c2ccc(C)cc2)cc1	2%	-6%	1.0%	5%	12%
CN1CCN(C(=O)CCc2nnc3ccc(N4CCC5(CC4)OCCO5)nn23)CC1	-5%	11%	7.5%	-57%	-22%
O=C1OC(/C=C/c2ccc(Cl)cc2)=NC/1=C/c1ccco1	?	-9%	1.6%	-4%	?
Cc1c(CCC(=O)N[C@@H](CCCNC(N)=O)C(=O)O)c(=O)oc2cc3oc4c(c3cc12)CCCC4	2%	-8%	0.2%	-4%	-11%
CCOc1ccc(CCNC(=O)CN(C)S(=O)(=O)c2cccs2)cc1OCC	-12%	-4%	0.5%	-23%	19%
CC(=O)c1sc2nc(=O)c(C)nn2c1C	-1%	24%	1.8%	-3%	1%
COc1ccc(NC(=O)C2CCN(C(=O)Cc3ccccc3)CC2)c(OC)c1	-5%	0%	0.9%	4%	32%
COc1ccc(OC)c(CN2CCN(CCc3ccccc3)C(CCO)C2)c1 (centres undefined)	-7%	-2%	2.2%	10%	8%	VEEV TC-83 Vero 10K pilot screen=0.0
CN1CCC(OC(=O)C2c3ccccc3Oc3ccccc32)CC1	0%	12%	i	7%	-2%
O=c1cc(CSc2ccc(Cl)cc2)nc(-c2ccccn2)[nH]1	?	23%	23%	14µM*	?
Cc1cccc(C(=O)N(C(=O)c2cccc(C)c2)N(C)C)c1	.	.	i	0%	.
O=C(CCC(=O)N1C[C@H]2C[C@@H](C1)c1cccc(=O)n1C2)NCc1ccc(F)cc1	-7%	.	0.9%	-22%	-13%
S=C(Nc1ccccc1)c1ccccn1	?	12%	i	4%	?
CC(=O)Nc1ccc(S(=O)(=O)Nc2nc3ccccc3nc2Nc2cccc(O)c2)cc1	-2%	16%	i	-13%	-3%
Cc1ccc(S(=O)(=O)N(C)C)cc1NC(=S)NC1CCCC(C)C1C (centres undefined)	-1%	0%	0.3%	-2%	70%

Later entries.
SMILES	M. tuberculosis HTS	Salmonella PhoP GFP	VEEV TC-83 Vero	influenza NS1A	M. tuberculosis	others
CCC1C(=O)N=C(SCC(=O)Nc2ccccc2)NC1=O (centres undefined)	5%	-8%	i	0%	33%
O=[N+]([O-])c1ccc(N2CCOCC2)cc1SCc1ccco1	4%	-2%	1.7%	14%	27%
CC(=O)N1c2ccc(S(=O)(=O)N3CCCCC3)cc2CC1C(=O)Nc1ccc(F)cc1C (centres undefined)	1%	-5%	0.4%	2%	12%
CCc1nnc(NC(=O)CSc2sc3c(O)cc(=O)[nH]c3c2C#N)s1	-4%	13%	0.2%	-6%	-15%
CC(=O)C1=C(c2ccccc2)NC(=O)NC1c1ccccc1OCC(=O)NCc1ccccc1 (centres undefined)	-2%	2%	3.0%	2%	27%
COc1ccccc1N1CCN(S(=O)(=O)CCNC(=O)C2CC(=O)N(c3ccccc3)C2)CC1 (centres undefined)	-5%	-7%	0.5%	0%	0%
CN(C)CCSc1nc(N)c2c3c(sc2n1)CN(C)CC3	-3%	-14%	0.1%	15%	36%
Cc1ccc2nc(-c3cccs3)oc(=O)c2c1	2%	-7%	1.1%	0%	69%
CCC(=O)NC(=S)Nc1ccc(NC(=O)c2ccc(OC)cc2)cc1	-3%	-5%	0.6%	0%	-17%
COc1ccc(N2CCN(C(=S)NCc3ccccc3)CC2)cc1	-10%	-2%	1.4%	6%	18%
CC1(C)CN=C(NCc2ccccc2Cl)S1	-3%	21%	1.4%	0%	14%
CCN1C(=O)/C(=C2\SC(N3CCOCC3)=NC2=O)c2ccccc21	.	.	0.1%	23%	.
O=C(CSc1nnc(-c2cccc(S(=O)(=O)N3CCOCC3)c2)n1C1CCCCCC1)NCc1ccccc1	5%	6%	i	12%	13%
COc1nc(N)c(C#N)c(-c2ccc(N(C)CCC#N)cc2)c1C#N	0%	3%	6.4%	.	3%
Cc1ccc(C)c(Cn2c3ccccc3c3cnn(CC(=O)NCCCN4CCOCC4)c(=O)c32)c1	6%	-5%	1.4%	5%	41%
O=C(c1ccccn1)C1CCCN(Cc2nc(Cc3cccc(F)c3)no2)C1 (centres undefined)	10%	-3%	0.8%	-5%	11%
COC1=CC2(O)CCCC2=CC1=O (centres undefined)	5%	-39%	0.5%	-1%	-4%
Cc1ccc(N2C(N)=NC(N)=NC2(C)C)c(C)c1	9%	8%	1.4%	-2%	5%
COCc1cc(=O)[nH]c(SC)n1	-9%	11%	i	-20%	-13%
Cc1oc(-c2cccs2)nc1CS(=O)CC(=O)NCc1ccc2c(c1)OCO2 (centres undefined)	-5%	-16%	0.1%	-3%	10%
O=P1(NC2CCCC2)COc2ccccc2OC1	5%	-1%	1.6%	7%	2%
CC(C)c1cc(CNC(=O)C2CCC(=O)N(CCc3ccc(Cl)cc3)C2)on1 (centres undefined)	6%	4%	i	-2%	0%
COc1cc(NC(=O)COC(=O)CC(C)(C)C)c(C)cc1[N+](=O)[O-]	4%	-2%	1.2%	-11%	7%
CC(=O)CCc1oc2ccccc2c1-c1ccccc1	13%	9%	5.0%	-22%	-5%
N#Cc1c(NC(=O)c2nc3ncccn3n2)sc2c1CCCCC2	2%	22%	1.0%	-4%	-8%

Already shown: entries from further up.
SMILES	M. tuberculosis HTS	Salmonella PhoP GFP	VEEV TC-83 Vero	influenza NS1A	M. tuberculosis	others
CC(=O)CCc1oc2ccccc2c1-c1ccccc1	13%	9%	5.0%	-22%	-5%
N#Cc1c(NC(=O)c2nc3ncccn3n2)sc2c1CCCCC2	2%	22%	1.0%	-4%	-8%

In the list so far, two contain a tert-butyl group.
SMILES	M. tuberculosis HTS	Salmonella PhoP GFP	VEEV TC-83 Vero	influenza NS1A	M. tuberculosis	others
C=CC[C@@H](CC(=O)OC(C)(C)C)C(=O)OC[C@@H]1CCCN1C(=O)[C@@H](CC=C)CC(=O)N[C@@H](CO)Cc1ccccc1	4%	.	0.5%	9%	28%
COc1cc(NC(=O)COC(=O)CC(C)(C)C)c(C)cc1[N+](=O)[O-]	4%	-2%	1.2%	-11%	7%
